# Screening results from PubChem.
# GPR151 ag: activators of human GPR151; Q8TDV0; PathHunter beta-arrestin GPR151 cells, luminescence; activation, % at 11.2 µM; 650,000 tested, 1% active; AID 1508602; in the data active means activation above about 4.9%;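 further: 0% = median of compound wells and 100% = cells with positive control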
# Target sequence (Q8TDV0 whole entry, looked up): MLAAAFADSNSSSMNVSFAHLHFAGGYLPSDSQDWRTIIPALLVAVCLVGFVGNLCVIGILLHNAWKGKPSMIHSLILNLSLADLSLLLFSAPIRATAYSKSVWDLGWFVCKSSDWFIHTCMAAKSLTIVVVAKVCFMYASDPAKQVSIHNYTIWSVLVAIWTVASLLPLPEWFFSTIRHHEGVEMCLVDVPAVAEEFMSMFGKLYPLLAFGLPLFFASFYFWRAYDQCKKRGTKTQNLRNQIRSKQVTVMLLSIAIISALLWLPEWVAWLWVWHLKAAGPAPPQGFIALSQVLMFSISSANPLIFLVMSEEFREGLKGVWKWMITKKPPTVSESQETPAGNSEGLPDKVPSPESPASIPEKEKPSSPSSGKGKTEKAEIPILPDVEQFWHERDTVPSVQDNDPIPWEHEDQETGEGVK
# MITF inh: human MITF inhibition, primary screen; AlphaScreen MITF homodimerization, bead proximity signal; inhibition, % at 2.6 µM; 650,000 tested, 0.91% active; in the data active means inhibition above about 50%;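 further: 0% = vehicle wells with protein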
# FBW7 activator: activators of human E3 ligase FBW7; 650,000 tested, 0.13% active; AlphaScreen FBW7–phospho-cyclin E peptide binding, activator screen; normalized activity (activation), % at 26.1 µM; Q969H0; AID 1259310; in the data active means normalized activity above about 1.9%;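 further: purified mutant Fbw7 with reduced substrate affinity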
# Target sequence (Q969H0 whole entry, looked up): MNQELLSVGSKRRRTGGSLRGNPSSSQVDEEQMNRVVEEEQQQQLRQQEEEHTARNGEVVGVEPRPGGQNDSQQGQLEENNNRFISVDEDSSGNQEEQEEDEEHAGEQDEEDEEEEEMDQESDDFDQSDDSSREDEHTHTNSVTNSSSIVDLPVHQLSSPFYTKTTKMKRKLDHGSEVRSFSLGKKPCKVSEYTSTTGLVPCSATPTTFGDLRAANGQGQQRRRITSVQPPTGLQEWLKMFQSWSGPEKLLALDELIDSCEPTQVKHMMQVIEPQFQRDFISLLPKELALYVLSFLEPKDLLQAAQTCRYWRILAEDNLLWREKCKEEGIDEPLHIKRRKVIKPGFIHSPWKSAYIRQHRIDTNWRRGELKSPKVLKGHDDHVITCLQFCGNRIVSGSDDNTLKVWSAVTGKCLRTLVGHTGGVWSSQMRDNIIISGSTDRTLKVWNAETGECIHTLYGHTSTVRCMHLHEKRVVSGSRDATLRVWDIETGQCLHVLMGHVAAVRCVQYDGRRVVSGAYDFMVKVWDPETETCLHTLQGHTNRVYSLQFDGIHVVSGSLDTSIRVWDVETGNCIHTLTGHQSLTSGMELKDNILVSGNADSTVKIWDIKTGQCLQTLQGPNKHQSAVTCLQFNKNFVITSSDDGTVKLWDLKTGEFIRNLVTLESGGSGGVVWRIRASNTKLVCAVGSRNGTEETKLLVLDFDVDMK
# TEAD-YAP inh: TEAD-YAP interaction inhibition; HEK-TIYL cells, TEAD-Gal4/YAP UAS-luciferase luminescence; inhibition, % at 9.12 µM; 640,000 tested, 1.4% active; in the data active means inhibition above about 32%;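 further: 0% = median of test compound wells and 100% = reference inhibitor wells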
# * = called active by the depositor.
# Every second line gives: FBW7 activator, TEAD-YAP inh, GPR151 ag, MITF inh
N/C(=N\OC(=O)Nc1ccc(Cl)c(Cl)c1)c1ccccc1
    0.0, -3, 1.2, -4
CC(CCc1ccccc1)NC(=O)C1Oc2ccccc2OC1C (stereo not given)
    0.3, -10, -0.6, 5
COc1ccc(-c2c(C)[nH]n3c(=O)cc(C)nc23)cc1OC
    -0.4, -9, 0.1, 2
COc1cc2c(C(=O)O)c(C)oc2cc1Br
    -0.3, 8, -0.5, 6
CCN1C(=O)Cc2cc(NC(=O)c3ccc(OC)c(OC)c3)ccc21
    0.0, -10, -1.0, 29
O=C(COc1ccc(Br)cc1)N(CCO)CCO
    0.0, 1, 0.5, -1
CC1(c2ccc3c(c2)OCCO3)NC(=O)NC1=O (stereo not given)
    -0.1, -10, -0.3, -10
CCc1c(C)sc(NC(=O)Nc2ccccc2)c1C(N)=O
    -0.1, -52, 1.0, -1
CC(C)CC(C(=O)NC(C)(C)C)N(Cc1ccco1)C(=O)c1snc(C(N)=O)c1N (stereo not given)
    0.1, -4, 0.1, 13
Cc1ccc(S(=O)(=O)N2CCOCC2)cc1C(=O)N1C(=O)c2cccc(N)c2C1=O
    -0.2, 2, 1.9, 3
Cc1cc(N2CCOCC2)nc2ccc(O)cc12
    1.0, -27, 2.1, 13
O=C(CCn1c(=S)[nH]c2ccccc2c1=O)NCc1ccccc1Cl
    0.1, 5, -0.5, 9
Nc1ncnc(Nc2cc(Cl)c(Cl)cc2Cl)c1[N+](=O)[O-]
    0.1, -1, 0.2, 1
C=CCc1cccc(/C=N/NC(=O)c2ccc([N+](=O)[O-])cc2)c1O
    -0.4, 13, -0.6, 11
CCOC(=O)N1CCN(CC(O)COc2ccccc2C(C)(C)C)CC1 (stereo not given)
    -0.1, -9, -0.3, -3

# Continuation:
# Every second line gives: FBW7 activator, TEAD-YAP inh, GPR151 ag, MITF inh
CCN(CC)S(=O)(=O)c1ccc(C(=O)OCc2cc(=O)oc3cc(OC)ccc23)cc1
    0.6, -7, -2.2, -13
CCc1nn(CC(=O)N2CCCCC2)c(=O)c2cc3ccsc3n12
    -0.1, -8, -0.9, 0
CCOC(=O)c1ccc(NC(=O)c2c(NCc3ccc(C)o3)sc3c2CCCC3)cc1
    -0.2, 6, 1.6, 6
O=C(O)CCc1nn2c3ccccc3n(CC(=O)O)c2nc1=O
    -0.1, 7, 21*, -8
COc1ccc(OCCCOc2ccc(/C=C3/C(=N)N4C=CSC4=NC3=O)cc2)cc1
    -0.1, -8, 0.6, -5
CCOc1ccc(NC(=S)NC(=O)/C=C/c2ccco2)cc1
    -0.4, -13, 0.7, -3
CCOC(=O)/C=C1\SCC(=O)N1CC(=O)Nc1cc(C)on1
    0.2, -7, 2.1, -5
COc1cc(C(=O)Oc2ccc3c(=O)c(Oc4ccc(C(C)(C)C)cc4)coc3c2)cc(OC)c1OC
    0.1, 80*, -0.6, -6
CCOc1ccccc1NS(=O)(=O)c1ccc2[nH]c(=O)sc2c1
    0.1, -17, -0.5, -4
COc1ccc(-n2ccc(-c3sc(NCc4cnn(C)c4C)nc3C)n2)cc1
    0.6, -4, 0.5, 23
CCCCC(=O)Nc1nn2c(-c3ccco3)nnc2s1
    0.1, 5, 0.4, 8
Cc1cccc(OCC(=O)Nc2ccccc2C(=O)NC(C)(C)C)c1
    0.0, -3, -0.2, -15
CC(C)(C)CC(=O)NC(=S)NCc1ccccc1
    -0.2, 10, 0.4, -6
O=C(NCCc1csc(-c2ccccc2)n1)c1c(F)cccc1F
    0.0, -13, 0.6, 4
Cc1cc(Cl)ccc1OCC(=O)Nc1cccc2c(NC(=O)COc3ccc(Cl)cc3C)cccc12
    -0.1, 5, 0.1, -13

# The list goes on.
# Every second line gives: FBW7 activator, TEAD-YAP inh, GPR151 ag, MITF inh
COC(=O)C(Cc1ccccc1)NC(=O)c1cc2c(n(-c3ccccc3)c1=O)CC(C)(C)CC2=O (stereo not given)
    0.0, 10, 0.4, -6
Cn1c(Nc2nc(Nc3ccc(N4CCOCC4)cc3)c3ncn(-c4ccsc4)c3n2)nc2ccccc21
    0.0, 35*, 0.2, 9
COc1cc(NC(=S)NC(=O)c2c(OC)cccc2OC)ccc1NC(=O)C(C)C
    0.2, 11, 1.0, -2
O=c1c2sc(=S)n(Cc3ccco3)c2nc(SCc2c(F)cccc2Cl)n1-c1ccccc1
    -0.1, -9, 1.8, 9
Cc1cc(S(=O)(=O)N(Cc2ccco2)C2CCCCC2)ccc1-n1cnnn1
    0.4, 1, -0.3, 17
Nc1nonc1-c1noc(-c2cc([N+](=O)[O-])nn2Cc2ccccc2)n1
    0.3, 3, -0.2, 13
Cc1c(NC(=O)C(F)(F)F)cccc1[N+](=O)[O-]
    0.0, 9, 1.3, 0
O=C1CCCN1CCCNc1cc(N2CCc3ccccc3C2)ncn1
    0.1, -28, -1.3, 3
Cn1nccc1-c1ccc(-c2ccnc(Nc3ccc(-n4cnc(N5CCOCC5)n4)cc3)n2)cc1
    0.9, -3, -0.8, 21
CCOC(=O)c1c(C)oc2ccc(NS(=O)(=O)c3cc([N+](=O)[O-])ccc3C)cc12
    0.0, 1, 1.2, 12
O=C(CSc1nc2ccccc2c(=O)[nH]1)N1CCCCC1
    -0.2, -1, -1.4, 6
CC(=O)N1CCN(Cc2ccc3c(c2)CN(Cc2ccccc2Cl)CCO3)CC1
    -0.1, 1, 1.9, -3
Cc1nc(NC(=O)COc2ccc(Br)cc2)sc1C
    -0.3, -70, -1.5, -13
CN(C)CCOc1cc(-c2cn[nH]c2)ccc1NC(=O)C1COc2ccccc2C1 (stereo not given)
    0.0, 4, 0.2, 31
O=C1NC(=O)N(c2ccc(O)cc2)C(=O)/C1=C/c1ccc(O)cc1
    0.1, 6, -1.2, -7

# Another view of some results above:
CC(C)(C)CC(=O)NC(=S)NCc1ccccc1
  FBW7 activator: -0.2
  TEAD-YAP inh: 10
  GPR151 ag: 0.4
  MITF inh: -6
O=C(NCCc1csc(-c2ccccc2)n1)c1c(F)cccc1F
  FBW7 activator: 0.0
  TEAD-YAP inh: -13
  GPR151 ag: 0.6
  MITF inh: 4
Cc1cc(Cl)ccc1OCC(=O)Nc1cccc2c(NC(=O)COc3ccc(Cl)cc3C)cccc12
  FBW7 activator: -0.1
  TEAD-YAP inh: 5
  GPR151 ag: 0.1
  MITF inh: -13
COC(=O)C(Cc1ccccc1)NC(=O)c1cc2c(n(-c3ccccc3)c1=O)CC(C)(C)CC2=O (stereo not given)
  FBW7 activator: 0.0
  TEAD-YAP inh: 10
  GPR151 ag: 0.4
  MITF inh: -6

# Other records.
# Every second line gives: FBW7 activator, TEAD-YAP inh, GPR151 ag, MITF inh
Cc1cc(-c2cncnc2C2CCN(C(=O)c3cn(C)nc3C)CC2)on1
    0.4, -3, 1.5, 5
COc1ccccc1C1=NN(c2nc(-c3ccccc3)c3cc(Cl)ccc3n2)C(c2ccco2)C1 (stereo not given)
    0.0, 5, 0.4, 0
COc1cccc(OC)c1CNC(=O)CNC(=O)c1cnccc1C(F)(F)F
    -0.1, 2, -1.3, -2
Cn1cnnc1SCC(=O)Nc1ccc(-c2nc3cc(NC(=O)CSc4nncn4C)ccc3o2)cc1
    0.0, 16, 1.8, -10
CCOC(=O)c1c(C)n(-c2ccccc2)c2c1cc(OC(=O)COc1ccccc1)c1ccccc12
    -0.1, -12, -1.2, -4
Cc1ccc2c(c1)c1c3n2CCN(C(=O)CN2CCCC2)C3CCC1 (stereo not given)
    0.3, 13, 0.0, 12
C1CCN(c2nc(N3CCCCC3)nc(N3CCCCC3)n2)CC1
    0.0, 3, -0.6, -13
N#Cc1cc2cc3c(cc2nc1NCCNC(=O)c1ccc(F)cc1F)OCO3
    -0.1, -10, 0.0, -7
COc1cc(-c2nn(CCC#N)cc2/C=C(\C#N)C(=O)O)ccc1OC(F)F
    0.4, 10, -0.5, 0
COc1cccc(C(=O)COC(=O)CCCC(=O)Nc2cccc([N+](=O)[O-])c2)c1
    0.3, 19, 0.6, 9
CCSCCOC(=O)C1=C(C)NC2=C(C(=O)CC(c3cccs3)C2)C1c1ccc(C)s1 (stereo not given)
    0.2, -2, 1.1, 0
NNC(=O)c1cccc(C(=O)NN)n1
    -0.2, -13, 1.5, 2
CCC(C)(C)C1CCc2c(sc(NC(C)=O)c2C(N)=O)C1 (stereo not given)
    -0.1, -4, 2.0, 7
Cc1cc(=O)oc2cc(Oc3ccc(S(=O)(=O)N4CCCC4)cc3[N+](=O)[O-])ccc12
    -0.1, -2, -0.7, 4
NC(=O)c1c(NC(=O)c2ccc(Br)s2)sc2c1CCCC2
    0.1, -27, 0.4, 0

# (next part)
# Every second line gives: FBW7 activator, TEAD-YAP inh, GPR151 ag, MITF inh
N#C/C(=C\c1ccccc1)C(=O)NNC(=O)COc1ccccc1-c1ccccc1
    0.1, 9, 0.9, 3
N#C/C(=C/c1ccccc1S(=O)(=O)O)S(=O)(=O)c1ccccc1
    0.1, 4, -0.1, 3
COc1ccc(C2C3=C(CC(C)(C)CC3=O)Nc3ccccc3N2C(=O)c2ccc(Cl)cc2)cc1OC (stereo not given)
    -0.1, -6, -0.2, -2
CCc1nnc(NC(=O)Nc2cccc(C)c2)s1
    0.0, -31, -0.4, 8
CC1=NN(C(=O)CC#N)C(O)(c2ccc(F)cc2)C1 (stereo not given)
    0.0, 3, 0.7, 11
CCOC(=O)N1CCN(C(=O)c2ccc(N(Cc3ccccc3Cl)S(C)(=O)=O)cc2)CC1
    0.1, -4, -1.2, 2
Cc1cc(C)n2nc(CNC(=O)c3ccccc3)nc2n1
    0.2, 6, 0.4, -5
Cc1ccsc1/C=C(\C#N)c1nc(-c2ccc(Cl)cc2)cs1
    -0.2, 9, 0.6, -22
CCNC(=O)N1CCN(c2nccnc2NS(=O)(=O)c2cccc(Cl)c2)CC1
    -0.5, 15, 0.7, 12
CN1C(=O)CC(C(=O)Nc2cccc(Cl)c2)SC1=Nc1cccc(F)c1 (stereo not given)
    0.0, 6, -0.9, -4
CCOC(=O)C1(C(F)(F)F)N=C(c2ccncc2)OC(N2CCOCC2)=N1 (stereo not given)
    0.1, -7, 0.7, -11
CCCc1nc(SCC(=O)NC(C)(C)C)c2ccccc2n1
    0.1, -11, -1.0, 53*
CN(C)c1ccc(C2OC(COc3ccccc3)CN(C(=O)c3ccccc3)O2)cc1 (stereo not given)
    0.2, 3, -0.2, -2
CC(C)C(CO)NC(=O)c1ccccc1C(=O)NC(CO)C(C)C (stereo not given)
    0.0, -3, 0.1, 7
NC(=O)CSc1nnc(-c2ccncc2)o1
    0.6, 1, -0.8, 9

# Further records follow.
# Every second line gives: FBW7 activator, TEAD-YAP inh, GPR151 ag, MITF inh
Cc1n[nH]c(C)c1CCc1nc2c3ccccc3nc(NCc3cccnc3)n2n1
    -0.3, -28, 1.7, -7
O=C(Cc1ccc(Cl)cc1)Nc1ccc(S(=O)(=O)N2CCCC2)cc1
    0.1, 6, 3.0, 15
COc1ccc(C(=O)N2CCN=C2SCc2ccc([N+](=O)[O-])cc2)c(OC)c1
    -0.3, 12, 0.3, -1
COc1cccc(NC(=O)c2sc3ncnc(N4CCOCC4)c3c2C)c1
    -0.2, -12, -0.4, 3
COC(=O)c1cccc(NC(=O)Cc2ccc(Cl)cc2)c1C
    0.3, -8, -1.2, 23
O=c1cc(Nc2ccccc2)c2ccccc2s1
    0.0, -8, 1.5, -1
CC(C)CC(NC(=O)c1ccc(Cl)cc1)C(=O)OCC(=O)Nc1ccc(C#N)cc1 (stereo not given)
    0.0, 6, 0.3, 11
Cn1c(C(=O)Nc2ccccc2C(N)=O)cc2c(=O)n3ccccc3nc21
    -0.2, -8, 1.0, -37
CCc1cc2ccccc2c[n+]1CC(C)=O
    0.9, 6, -0.6, 7
Cc1cc(C(=O)OCC(=O)N2C(C)CCCC2C)c(C)o1 (stereo not given)
    -0.1, 1, -0.3, -8
Cc1cc(C)cc(NC(=O)C(C)N2C(=O)c3cccc4cccc2c34)c1 (stereo not given)
    0.3, -1, -0.8, 7
COc1ccc(CCNc2ncnc3c2nc(NC2CCC(O)CC2)n3C(C)C)cc1 (stereo not given)
    0.5, 6, -2.7, -7
CC(C)CC(=O)Nc1nnc(CC(C)C)s1
    -0.2, -4, 1.3, 7
O=c1cc(/C=C/c2cccc(Cl)c2)nc2sccn12
    0.1, -39, 2.4, -3
COc1ccccc1CNC(=O)/C(C#N)=C/c1ccc(OC)c(OC)c1OC
    -0.1, 0, -0.1, 4

# Following part
# Every second line gives: FBW7 activator, TEAD-YAP inh, GPR151 ag, MITF inh
CCNS(=O)(=O)c1ccc(NC(=O)N2CCCC2)cc1
    -0.1, 0, 0.0, 4
Cc1cc(O)c(C)c(O)c1/C=N/NC(=O)CNC(=O)c1cccc(F)c1
    -0.1, 7, 1.5, 7
Cc1cc(Cl)ccc1OC(C)C(=O)NNC(=O)c1ccccc1 (stereo not given)
    0.1, 15, 0.5, 11
O=C(Nc1cccc([N+](=O)[O-])c1)C1(c2ccccc2)CCCC1
    -0.2, -16, -0.4, -7
CCn1c(=NC(=O)c2ccc(S(=O)(=O)N3CCOCC3)cc2)sc2cccc(F)c21
    0.1, 9, 1.5, 3
Cn1c(=O)c2c(nc(N3CCN(Cc4ccccc4)CC3)n2Cc2cccc(Cl)c2)n(C)c1=O
    0.0, -5, 0.5, 11
Cc1ccc(C(=O)NC(=S)Nc2nc3ccc(C)cc3s2)cc1
    0.1, -4, -1.8, 9
COc1ccc(-c2cc(-c3cc(OC)ccc3O)[nH]n2)cc1
    -0.7, -46, 0.1, 12
Cc1ccc(NC(=O)c2cccc(C)c2[N+](=O)[O-])cc1C
    0.1, -42, -0.7, -1
CCOC(=O)C1=C(C)N=c2s/c(=C\c3cccnc3)c(=O)n2C1c1ccc(OCC)c(OCC)c1 (stereo not given)
    -0.1, -8, 1.1, -12
O=C1CCC(CCC(=O)N2CCC(c3ccccc3F)C2)(Cc2ccco2)N1 (stereo not given)
    0.4, 7, -0.3, 5
CC1ON(c2ccc(Cl)cc2)C(=O)NC1=O (stereo not given)
    0.2, 4, 1.3, 8
